Screening results from PubChem.
Fam108B inh = mouse Fam108B serine hydrolase inhibitors, primary screen, counter-screen for RBBP9 inhibitor project, biochemical, fluorescence polarization; recombinant Fam108B, FP-Rh probe fluorescence polarization; inhibition, % at 9.51 µM; actives 0.33% (n = 300,000); AID 1947, 2009;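 active = inhibition above the screen mean inhibition plus 3 SD, computed separately per campaign, cut at about 18% in these data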;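 also: inhibitors lower polarization as less probe binds the enzyme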
PAFAH1B2 FP inh = PAFAH1B2 enzyme inhibitors, primary screen, biochemical, fluorescence polarization, human; Platelet-activating factor acetylhydrolase IB subunit alpha2 (Homo sapiens), P68402; recombinant PAFAH1B2, FP-rhodamine activity probe; inhibition, % at 3.39 µM; actives 1.2% (n = 340,000); AID 492953, 2010;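 active = inhibition above the mean of all tested compounds plus 3 SD, cut at about 24% in these data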;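 also: 0% = enzyme with DMSO and 100% = wells lacking PAFAH1B2; many of its hits are not listed in these tables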
Target sequence (P68402 whole entry, looked up): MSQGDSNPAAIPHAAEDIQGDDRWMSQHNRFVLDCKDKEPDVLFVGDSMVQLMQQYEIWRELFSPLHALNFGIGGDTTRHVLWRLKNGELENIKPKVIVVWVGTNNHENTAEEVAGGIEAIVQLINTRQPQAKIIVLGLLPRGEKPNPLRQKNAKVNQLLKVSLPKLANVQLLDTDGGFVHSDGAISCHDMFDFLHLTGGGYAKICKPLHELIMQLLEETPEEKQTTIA
Bcl-xL primary = inhibitors of human Bcl-xL, primary screen, biochemical, fluorescence polarization, HTS; GST-Bcl-xL / FITC-Bim BH3 peptide fluorescence polarization; actives 0.7% (n = 320,000); Bcl-2-like protein 1 (Homo sapiens), Q07817; AID 2129, 2009; inhibition, % at 10.9 µM;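 active = inhibition above the mean of all tested compounds plus 3 SD, cutoff set per campaign, cut at about 30% in these data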;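 also: 0% = DMSO wells and 100% = unlabeled Bim-BH3 peptide competitor; inhibitors lower millipolarization by displacing the labeled peptide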
MCL1-BIM inh = inhibitors of MCL1 binding to BIM-BH3, primary screen, biochemical, fluorescence polarization; GST-MCL1 / FITC-Bim-BH3 fluorescence polarization; Induced myeloid leukemia cell differentiation protein Mcl-1 (Homo sapiens), Q07820; inhibition, % at 10.9 µM; AID 2057, 2009; actives 0.68% (n = 320,000);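 active = inhibition above the mean inhibition of all tested compounds plus 3 SD, set per campaign, cut at about 40% in these data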;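 also: 0% = DMSO wells and 100% = unlabeled Bim-BH3 peptide control; higher means more loss of mP so more displacement of Bim peptide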
AHR activator = AHR activators, primary screen, cell-based, luminescence, luciferase reporter, human; actives 2.5% (n = 320,000); Aryl hydrocarbon receptor (Homo sapiens), P35869; activation, % at 5 µM; AID 2796, 2010; AHR-responsive luciferase reporter cells; in the data active = activation above about 47%;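 also: 0% = vehicle wells and 100% = reference agonist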
GLD-1 TGE inh = GLD-1/TGE RNA complex disruptors, primary screen, biochemical, fluorescence polarization; Female germline-specific tumor suppressor gld-1 (Caenorhabditis elegans), Q17339; purified GLD-1 + fluorescein TGE RNA; inhibition, % at 5.96 µM; actives 0.44% (n = 320,000); AID 2280, 2010;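 active = percent inhibition above a per-plate cutoff, the plate mean of test compounds plus 3 SD, cut at about 30% in these data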;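 also: 0% = DMSO wells with GLD-1 and probe and 100% = wells lacking GLD-1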
Target sequence (Q17339 whole entry, looked up): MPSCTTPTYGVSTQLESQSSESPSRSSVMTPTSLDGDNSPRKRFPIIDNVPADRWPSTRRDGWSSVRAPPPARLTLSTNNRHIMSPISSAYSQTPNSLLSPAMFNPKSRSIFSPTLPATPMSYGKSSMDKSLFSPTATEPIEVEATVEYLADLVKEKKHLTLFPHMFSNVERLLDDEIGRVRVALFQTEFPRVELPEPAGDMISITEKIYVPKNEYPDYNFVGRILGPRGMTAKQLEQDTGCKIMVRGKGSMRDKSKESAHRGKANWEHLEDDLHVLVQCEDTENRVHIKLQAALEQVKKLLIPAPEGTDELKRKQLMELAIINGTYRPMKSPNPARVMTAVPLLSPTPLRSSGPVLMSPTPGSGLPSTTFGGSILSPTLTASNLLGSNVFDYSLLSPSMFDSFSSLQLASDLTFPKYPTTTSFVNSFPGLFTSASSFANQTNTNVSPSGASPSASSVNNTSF
PME-1 primary = PME-1 inhibitors via competitive probe labeling, primary screen, biochemical, fluorescence polarization, FP-Rh probe, HTS; AID 2130, 2009; Protein phosphatase methylesterase 1 (Homo sapiens), Q9Y570; inhibition, % at 5.9 µM; actives 0.53% (n = 320,000); recombinant PME-1;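 active = inhibition above the campaign mean of all compounds plus 3 SD, cut at about 26% in these data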;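 also: competitive labeling of PME-1 active site by serine hydrolase directed probe; 0% = PME-1 with DMSO and 100% = wells lacking PME-1 enzyme; inhibitors block probe labeling so polarization falls and inhibition rises; many of its hits are not listed in these tables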
Target sequence (Q9Y570 whole entry, looked up): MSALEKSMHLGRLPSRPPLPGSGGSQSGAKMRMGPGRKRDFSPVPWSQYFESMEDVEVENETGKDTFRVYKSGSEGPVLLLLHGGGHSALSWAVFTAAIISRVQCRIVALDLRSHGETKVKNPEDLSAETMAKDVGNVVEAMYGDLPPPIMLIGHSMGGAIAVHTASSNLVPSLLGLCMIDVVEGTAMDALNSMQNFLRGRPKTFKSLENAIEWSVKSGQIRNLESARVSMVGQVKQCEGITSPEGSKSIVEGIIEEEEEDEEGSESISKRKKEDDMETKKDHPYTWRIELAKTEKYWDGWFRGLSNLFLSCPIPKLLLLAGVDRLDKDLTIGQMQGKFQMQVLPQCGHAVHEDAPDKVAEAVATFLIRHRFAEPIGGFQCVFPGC
MEX-5 binding = MEX-5 zinc finger RNA-binding disruptors – biochemical, C. elegans, fluorescence polarization, MLPCN library, primary screen | AID 1832, 2009 | activity score (negative = inhibition of binding), % at 10 µM | MEX-5/FITC-TCR2 RNA binding; active compounds read low | actives 0.38% (n = 300,000) | Zinc finger protein mex-5 (Caenorhabditis elegans), Q9XUB2;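 active = inhibition past about -25% in most replicates, and total fluorescence under double the plate's negative control median, limit read from the data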;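 also: 0% = DMSO and -100% = 5 µM competing unlabeled TCR2 RNA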
pPAFAH inh = pPAFAH enzyme inhibitors, primary screen, biochemical, fluorescence polarization, human; actives 1.5% (n = 330,000); Platelet-activating factor acetylhydrolase (Homo sapiens), Q13093; recombinant pPAFAH, FP-rhodamine probe fluorescence polarization; inhibition, % at 3.39 µM; AID 463082, 2010;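 active = inhibition above the mean inhibition across the screen plus 3 SD, cut at about 25% in these data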;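 also: inhibitors block binding of the rhodamine activity-based probe so polarization drops; 0% = enzyme with DMSO and 100% = wells lacking pPAFAH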
The depositor's hits bear a star; . = no result given.

SMILES	Fam108B inh	PAFAH1B2 FP inh	Bcl-xL primary	MCL1-BIM inh	AHR activator	GLD-1 TGE inh	PME-1 primary	MEX-5 binding	pPAFAH inh
Cc1nnc(N(C)C(=O)c2cnccn2)s1	-3	3	0	-1	0	3	3	-0.1	0
O=C(Cc1ccccc1)Nc1ccc(NC(=S)NC(=O)c2ccccc2)cc1	-3	0	11	17	-1	2	-2	-2.7	2
COc1ccc([N+](=O)[O-])cc1CSc1nnc(NC(C)=O)s1	1	0	2	-2	1	0	4	-0.3	3
COC(C/C=C\C(=O)[C@@H](C)OCc1ccccc1)OC	-5	.	18	0	-3	5	1	-5.5	4
CCc1ccc(S(=O)(=O)NCCc2csc(-c3cccnc3)n2)s1	2	3	-2	1	33	-2	7	-0.1	8
CC(C)c1ccc(CN(C(=O)/C=C/c2ccco2)C2CCS(=O)(=O)C2)cc1 (stereo not given)	-2	8	2	12	0	-3	-2	0.4	6
OCCN1CCN(c2nc(-c3ccccc3)c3cc(Br)ccc3n2)CC1	-2	-2	3	2	4	-7	2	-0.1	3
COc1cc(C(=O)NCC(=O)OCC(=O)c2ccc[nH]2)cc(OC)c1OC	4	4	5	3	2	-3	2	1.3	6
O=C(CSc1nnc(-c2cccs2)o1)OCc1ccccc1	5	-2	4	-3	-1	-4	-1	-0.9	9
CCN(CC)S(=O)(=O)c1ccc(C(=O)NCc2ccc3c(c2)cc(C)n3C)cc1	-3	5	3	-2	0	8	-1	-1.7	10
Cc1cc2c(cc1S(=O)(=O)CCC(=O)Nc1cccc(C(F)(F)F)c1)OCC(=O)N2	8	-1	3	-2	3	-5	2	-2.2	-4
COc1ccc(S(=O)(=O)N2CCCCC2)cc1NC(=O)CN1C(=O)NC(C)(C2CC2)C1=O (stereo not given)	.	3	-5	-3	0	3	5	.	1
Cc1n[nH]c(=O)c2c(NC(=O)CSc3nnc(-c4ccco4)n3C)oc(C)c12	.	5	-7	-7	3	3	5	.	1
CCSc1nnc(NC(=O)Cn2cnc3ccccc3c2=O)s1	-4	0	0	-5	-1	0	-1	1.3	5
CC(=O)OCC(=O)[C@@]1(OC(C)=O)[C@@H](C)C[C@H]2[C@@H]3C[C@H](F)C4=CC(=O)C=C[C@]4(C)[C@@]3(F)[C@@H](O)C[C@@]21C	8	6	8	0	12	7	1	1.3	4
COc1ccc(OCCSc2nc(C)c(Cc3ccccc3)c(=O)[nH]2)cc1	0	1	5	-1	2	-1	-8	1.2	6
COC(=O)c1ccccc1NC(=O)NCc1ccncc1	1	4	-1	11	17	0	7	-1.2	-2
O=S(=O)(Nc1ccc(Cl)cn1)c1ccccc1	1	1	3	-1	-2	3	-2	0.4	-3
Cc1occc1-c1n[nH]c(=S)n1C	-1	4	-10	-10	0	-3	-1	0.8	8
O=c1[nH]c(O)c(/C=C2\C=Nc3ccc(Br)cc32)[nH]1	2	13	-14	-35	14	-2	17	0.7	9
O=C(OCC(=O)N1CCc2ccccc2C1)c1ccc(O)cc1	.	10	.	.	1	-1	.	.	3
CC(=O)Nc1ccc(C(=O)OCc2ccc(Br)cc2)cc1	-3	26*	-3	7	-2	5	-3	0.9	0
Cc1sc(NC(=O)CSc2nnc(C)c(=O)[nH]2)c(C#N)c1C	1	12	8	8	4	7	3	-6.6	2
CC(C)n1nc(C(=O)Nc2cccc(S(=O)(=O)N3CCOCC3)c2)c2ccccc2c1=O	.	-2	1	6	11	8	6	.	-8
COc1ccc(CN(Cc2cccnc2)S(=O)(=O)c2ccc(-n3cnnn3)c(OC)c2)cc1	0	1	11	11	0	6	6	0.1	4
CC#CCOC(=O)c1c(C)nc2sc3c(c2c1N)CCC(O)C3 (stereo not given)	-3	1	7	2	14	2	4	.	2
CC(C)C(=O)Nc1nc2c(c(=O)[nH]1)CCCC2	1	.	2	-5	1	-4	1	-0.8	6
CC(Sc1nnc(C2CC2)n1C1CC1)C(=O)Nc1ccc(C(N)=O)cc1 (stereo not given)	.	-3	-6	-3	-1	4	-8	.	0
Cc1nc2c(C(=O)N3CCN(c4ccccn4)CC3)cnn2c(C)c1Cc1cccc(Cl)c1	-3	-2	0	-3	18	0	-1	1.9	13
O=C(COC(=O)c1cc(Cl)ccc1O)c1ccc2c(c1)OCO2	-3	1	5	-1	0	12	-3	3.9	1
COCC(=O)N1CCCC(CNS(=O)(=O)c2ccc(OC)cc2)C1 (stereo not given)	1	2	-8	-3	-2	7	5	1.6	4
CC(C)n1cc(CN2CCCC(C(=O)Nc3ccccc3Oc3cccnc3)C2)cn1 (stereo not given)	-1	3	-1	2	7	12	-1	1.0	4
CC(=O)NC1=NN(C(C)=O)C(C)(CS(=O)(=O)c2ccc(C)c(C)c2)S1 (stereo not given)	2	6	3	0	0	13	3	-0.4	0
Cc1c(Cl)cccc1NC(=O)C1=COCCO1	-3	6	2	3	-6	7	1	0.2	-6
C=CCN(C(=O)Cc1cccs1)c1nc(-c2ccc(S(C)(=O)=O)cc2)cs1	-2	4	7	8	12	-2	0	2.3	22
Fc1cccc(CN2CCCCCCC2)c1	-3	2	-21	-25	-1	-9	-3	0.0	-3
O=C(COc1ccccc1F)NNC(=O)c1ccc2c(=O)n3c(nc2c1)CCC3	0	4	5	3	2	0	0	-2.0	3
O=C1/C(=C/c2cccs2)SC(=S)N1N1CCOCC1	4	0	2	6	-4	1	0	0.8	8
CCOC(=O)N1CCN(S(=O)(=O)c2ccc(C(=O)Nc3nc4ccccc4s3)cc2)CC1	-5	-3	3	-4	1	1	-2	-0.3	5
COC(=O)[C@H](C)NC(=O)Nc1ccc(OC)c(OC)c1	-4	2	3	-5	-2	5	0	-3.3	5
CC(=O)c1cnc2c(-c3ccccc3)c(C(F)(F)F)nn2c1C	-2	-6	-8	-12	2	-3	-3	0.3	4
O=C(Cc1c(Cl)cccc1Cl)OCC(=O)N1CCc2ccccc2C1	0	3	1	-3	2	5	0	-1.0	-2
C#CCOCCOCCOCCNc1nc(N2CCN(C(=O)CCCCCCCCCCNC(=O)[C@H]([C@@H](C)CC)n3cc(CCCCN=C(N)N)nn3)CC2)nc(N2CCN(C(=O)CCCCCCCCCCNC(=O)[C@H]([C@@H](C)CC)n3cc(CCCCN=C(N)N)nn3)CC2)n1	-23	.	-1	-2	-1	1	-12	.	-1
Cc1onc(-c2ccccc2)c1C(=O)N1CCCC(C(F)(F)F)C1 (stereo not given)	1	4	5	0	-2	-1	-1	-3.8	0
COc1ccc(CCn2c(N)cc(=O)[nH]c2=S)cc1OC	3	3	4	-3	7	-6	2	.	0
CC(Sc1nc2ccccc2c(=O)n1CC1CCCO1)C(=O)N(C)c1ccccc1 (stereo not given)	.	3	11	11	0	10	-2	.	1
COc1ccc(CCNC(=O)c2coc(=O)c(Br)c2)cc1	1	.	3	1	2	-4	4	1.0	1
Cn1nccc1NC(=O)CC(CC(=O)O)c1ccccc1 (stereo not given)	1	7	4	6	-2	4	4	-0.6	4
CN(C(=O)Cn1nc(C(=O)O)c2ccccc2c1=O)c1ccccc1	-1	7	6	5	4	9	-2	-0.3	6
Cc1cccc(C)c1NC(=S)N(CCCN1CCOCC1)Cc1cccnc1	-1	3	4	4	1	-2	-1	2.0	1

Other compounds.
SMILES	Fam108B inh	PAFAH1B2 FP inh	Bcl-xL primary	MCL1-BIM inh	AHR activator	GLD-1 TGE inh	PME-1 primary	MEX-5 binding	pPAFAH inh
C/C(=N/NS(=O)(=O)c1cc(C)ccc1C)c1c[nH]c2ccccc12	6	4	1	7	15	6	16	0.7	7
CC(C)C(=O)Nc1ccc(NC(=O)c2ccc([N+](=O)[O-])cc2Cl)cc1	1	3	1	-2	-9	0	-4	-0.1	5
CCN1C(=O)/C(=C\c2ccc3c(c2)OCO3)C(C(=O)OC)=C1C	1	-1	3	3	20	2	0	-1.5	-1
N#Cc1ccc(CSc2nnc(-c3ccncc3)n2CCc2ccccc2)cc1	-2	9	1	11	1	0	2	1.2	-1
Cc1nnc(SCC(=O)N2CCCc3ccccc32)[nH]c1=O	-1	9	9	10	0	7	6	-2.0	4
CCC(=O)Nc1sc(C(=O)Nc2ccccc2OC)c(C)c1C(=O)OC	3	-2	2	5	25	3	4	3.3	-2
Cc1cccc(C)c1N1C(=O)CCC(C)(C)C1=O	0	5	1	2	2	-3	0	1.6	4
O=C(N/N=C/c1cccc(OCc2ccccc2)c1)c1ccc(Br)o1	-36	-6	2	-5	9	10	-46	2.0	2
Cc1ccc(S(=O)(=O)N2CCN(C(=O)CN3CCN(C)CC3)C2)cc1	-4	8	3	6	0	5	1	4.1	1
Cc1ccc(-c2noc(-c3cc(C(C)(C)C)nn3Cc3ccccc3)n2)cc1	1	.	7	10	1	6	-4	1.1	-1
CCOC(=O)c1ccc(NC(=S)NNC(=O)c2cc(-c3cccnc3)nc3ccccc23)cc1	5	10	7	13	7	8	8	1.6	30*
CC(=O)Nc1ccccc1C(=O)C(=O)NCCc1ccccc1	-1	4	3	6	0	0	-12	0.0	3
CC(C)(C)NS(=O)(=O)c1ccc(NS(=O)(=O)Cc2ccccc2)cc1	0	3	-3	4	2	3	-1	-4.8	16
O=C(NCCCN1CCOCC1)c1cn(-c2ccccc2)nc1-c1ccc(F)cc1	.	-1	.	.	0	3	.	.	9
Cc1cc(NC(=O)NC(=O)c2cccc(OC(F)(F)C(F)F)c2)n[nH]1	-3	5	0	-6	157*	8	-7	1.3	-1
O=C(c1ccc(Cl)s1)N1CCN(C23CC4CC(CC(C4)C2)C3)CC1	0	-4	9	16	4	6	0	-2.3	2
Cc1cccc(NC(=O)CC2NCCNC2=O)c1 (stereo not given)	4	0	4	-3	2	6	2	0.7	0
CC(C)(C)NC(=O)C(=O)NCCC1=CCCCC1	1	13	2	7	1	-1	1	-2.6	4
COc1ccc(NS(=O)(=O)c2ccc(NC(=S)NC(=O)/C=C/c3ccccc3)cc2)nn1	-3	15	4	2	7	4	-6	1.6	-2
CCOC(=O)c1cccc(NC(=O)C2CCCO2)c1 (stereo not given)	4	-1	-2	1	4	11	-2	-1.6	3
O=[N+]([O-])c1ccc(O)c(P(=O)(c2ccccc2)c2ccccc2)c1	3	7	3	-1	1	4	7	-0.6	1
CSc1ccccc1NC(=O)c1noc(C)c1[N+](=O)[O-]	1	-2	8	9	1	-2	4	-0.5	0

Not all compounds are listed, so the mix of outcomes need not match the whole.
